IL-2 act: qHTS of IL-2 Activators; activation, % (series mostly up to about 46 µM); IL-2 activation reporter assay, cell-based qHTS; stimulated with anti-CD3/CD4/CD28 beads; in transgenic mouse T cells; AID 652025, 2013; actives 0.065% (n = 360,000); in the data active = activation above about 50%; inconclusive = mostly about 30% to 49%; also: 0% is about no effect
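Quantitative HTS in unstimulated transgenic mouse T cells, with memory T cells as non-tolerant control and PMA/ionomycin as tolerance-bypass control. Compound pretreatment lasted 60 minutes before 18 h bead stimulation; EGFP/DsRed fluorescence read.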
EPAC1 agonist: qHTS for Agonist of cAMP-regulated guanine nucleotide exchange factor 3 (EPAC1): primary screen; AID 720707, 2013; actives 0.073% (n = 360,000); EPAC1 agonist qHTS, biochemical assay; response scale: 100% = response to 6.5 mM cAMP; Rap guanine nucleotide exchange factor 3 (Homo sapiens), O95398; Potency, µM (series often up to 154 µM), inactives show at the highest dose activation, hits mostly activators; also: potency is read from the fitted curve at half-maximal effect; nearly all actives have a fitted effect of over 60% in size
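Read-out is the fluorescence drop as BODIPY-GDP leaves Rap1B (480 nm excitation, 540 nm emission), recorded every 5 minutes over 30 minutes. Reactions held 100 nM EPAC1, 250 nM Rap1B–BODIPY-GDP and 50 uM GDP, with 6.5 mM cAMP setting full activation.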
EPAC1 antagonist: qHTS for Antagonist of cAMP-regulated guanine nucleotide exchange factor 3 (EPAC1): primary screen; Rap guanine nucleotide exchange factor 3 (Homo sapiens), O95398; EPAC1 GEF assay, Rap1b-BODIPY-GDP exchange fluorescence; Potency, µM (top dose mostly 115 µM), inactives show at the highest dose activity change, negative = inhibition, most hits filed as inhibitors; actives 0.14% (n = 360,000); AID 720709, 2013;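 also: potency is read from the fitted curve at half-maximal effect; plate controls were vehicle for no effect and positive control for full effect; nearly all actives have a fitted effect of over 50% in size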
WRN inhibitor: qHTS for Inhibitors of WRN Helicase; Potency, µM (top dose mostly 114 µM), for inactives: top-dose activity change, negative = inhibition, usual class: inhibitors; WRN helicase unwinding, fluorescent forked duplex, kinetic; actives 0.46% (n = 360,000); Bifunctional 3'-5' exonuclease/ATP-dependent helicase WRN (Homo sapiens), Q14191; AID 651768, 2012; also: potency is read from the fitted curve at half-maximal effect; % is scaled to controls: 0 for no effect and ±100 for the full control effect; nearly all actives have a fitted effect of over 55% in size
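Primary qHTS, 1536-well format. 20 nM WRN + compound, 15 min RT; start with 100 nM forked fluorophore/quencher duplex, 2 mM ATP (final); kinetic read ex 525/em 598 nm.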
PI5P4Ka inh: qHTS for Inhibitors of phosphatidylinositol 5-phosphate 4-kinase (PI5P4K) | Phosphatidylinositol 5-phosphate 4-kinase type-2 alpha (Homo sapiens), P48426 | max response, % | actives 1.2% (n = 330,000) | PI5P4Kalpha enzyme, ADP-Glo luminescence, 60 min; active compounds read low; active = max response of -50% or lower; inconclusive = between -30% and -50%; inactive = -30% or higher; also: value at the top dose of about 77 µM; % is scaled to controls: 0 for no effect and ±100 for the full control effect
Target sequence (P48426 whole entry, looked up): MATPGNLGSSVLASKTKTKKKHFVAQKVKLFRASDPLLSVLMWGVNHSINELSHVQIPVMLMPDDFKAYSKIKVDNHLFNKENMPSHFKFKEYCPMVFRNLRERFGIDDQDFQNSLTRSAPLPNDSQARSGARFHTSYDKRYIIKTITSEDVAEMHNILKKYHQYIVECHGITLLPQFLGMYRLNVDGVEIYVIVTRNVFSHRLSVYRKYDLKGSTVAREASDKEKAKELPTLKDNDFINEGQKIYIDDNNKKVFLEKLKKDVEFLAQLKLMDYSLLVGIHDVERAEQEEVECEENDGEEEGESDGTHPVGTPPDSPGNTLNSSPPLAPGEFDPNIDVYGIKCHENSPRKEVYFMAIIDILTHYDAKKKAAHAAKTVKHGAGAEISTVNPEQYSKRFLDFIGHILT
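Human PI5P4Kalpha with substrate in 0.038 M HEPES pH 7.4, 0.28 mM EGTA, 0.1% CHAPS, 5% DMSO; reaction started with 5 microM ATP (final), 60 min at room temperature. ADP formed read by ADP-Glo luminescence.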
Abeta rescue: qHTS for compounds that reverse cellular toxicity of Amyloid beta (A-beta) peptide in yeast: Primary Screen; actives 0.063% (n = 410,000); yeast expressing A-beta42, growth rescue, OD600, 48 h; response scale: 0% DMSO, 100% iron-clioquinol control; Potency, µM (titrated, usually from 46.1 µM), for inactives: at the top dose growth rescue, most hits filed as activators; also: potency is read from the fitted curve at half-maximal effect; nearly all actives have a fitted effect of over 55% in size
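Growth rescue measured by 600 nm absorbance after 48 h yeast culture at 30 C with compound. Values normalized between DMSO and an equimolar ferric chloride plus clioquinol control.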
aSyn yeast inh: qHTS of alpha-syn Inhibitors | Potency, µM (top dose mostly 46.1 µM), without a hit: at the top dose growth rescue (activation), most hits filed as activators | Yeast expressing alpha-synuclein, growth rescue, BacTiter-Glo, 24 h | actives 0.14% (n = 370,000); also: potency is read from the fitted curve at half-maximal effect; % of control where 0% means no effect; nearly all actives have a fitted effect of over 65% in size
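Readout is rescue of growth in alpha-synuclein-expressing yeast, so inhibitors of toxicity appear as activators. Growth after 24 hr at 30 deg C in galactose medium is quantified by luminescence.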
FUS suppressor: qHTS for Suppressors of FUS Proteinopathy: Primary screen using FUS-linked yeast assay | S. cerevisiae FUS-expressing, growth rescue, OD600, 24 h | Potency, µM (top dose mostly 76.6 µM), without a hit: at the highest dose growth rescue (activation), usual class: activators | actives 0.24% (n = 390,000) | AID 1347120, 2019;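 also: potency is read from the fitted curve at half-maximal effect; plate controls were DMSO vehicle for no effect and reference control for full effect; nearly all actives have a fitted effect of over 55% in size; some results filed as inactive show a strong effect at the top dose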
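S. cerevisiae expressing FUS from galactose induction served as the toxicity model. Growth after 24hr at 30C, read as absorbance at 600 nm, indicates suppression of toxicity; compounds dosed at several concentrations.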
PLK1 PBD inh: qHTS for Inhibitors of PLK1-PDB (polo-like kinase 1 - polo-box domain): Primary Screen | Potency, µM, without a hit: max response, negative = inhibition, most hits filed as inhibitors | Serine/threonine-protein kinase PLK1 (Homo sapiens), P53350 | actives 2.8% (n = 360,000) | Plk1 PBD binding of FITC phosphopeptide, fluorescence polarization; also: potency is read from the fitted curve at half-maximal effect; series mostly up to about 57 µM; % is scaled to controls: 0 for no effect and ±100 for the full control effect; nearly all actives have a fitted effect of over 65% in size
Target sequence (P53350 whole entry, looked up, the tested form may be a part): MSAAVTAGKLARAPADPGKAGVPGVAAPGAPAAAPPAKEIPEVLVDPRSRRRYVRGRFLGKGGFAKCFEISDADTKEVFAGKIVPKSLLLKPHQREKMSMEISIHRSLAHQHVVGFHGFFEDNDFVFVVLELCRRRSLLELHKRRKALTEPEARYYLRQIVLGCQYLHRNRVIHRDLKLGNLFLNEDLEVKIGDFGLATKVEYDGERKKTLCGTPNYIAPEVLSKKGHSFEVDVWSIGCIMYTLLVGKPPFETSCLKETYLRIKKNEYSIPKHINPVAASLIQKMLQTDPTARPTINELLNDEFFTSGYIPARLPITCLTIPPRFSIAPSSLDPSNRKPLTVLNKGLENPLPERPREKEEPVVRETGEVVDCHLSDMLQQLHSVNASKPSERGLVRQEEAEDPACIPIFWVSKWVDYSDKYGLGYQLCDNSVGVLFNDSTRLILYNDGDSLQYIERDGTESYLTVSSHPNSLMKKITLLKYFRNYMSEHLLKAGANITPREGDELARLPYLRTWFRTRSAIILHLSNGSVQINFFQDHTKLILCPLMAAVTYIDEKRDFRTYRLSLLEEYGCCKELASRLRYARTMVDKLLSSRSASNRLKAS
Active calls of the source: *; ? = inconclusive; . = not tested or not shown; [ ] = remark or other dose. Unless noted, calls follow the shape of the dose curve; as a rule, active = well fitted curve in the direction sought with a large enough effect; inconclusive = small, poorly fitted or top-dose-only effect, or another doubt; inactive = no such curve, though single readings can be large; an effect the other way counts as inactive or inconclusive. An unsorted share of the library (roughly 4.1% active in at least one column).

SMILES	IL-2 act	EPAC1 agonist	EPAC1 antagonist	WRN inhibitor	PI5P4Ka inh	Abeta rescue	aSyn yeast inh	FUS suppressor	PLK1 PBD inh
CCCCCCCNC(=O)C1(CC2CC(c3cccc(Br)c3)=NO2)CCN(C(=O)c2ccccc2)CC1 (stereo unspecified)	-3.9	2%	-24%	-1%	11	-9%	-8%	39%	-19%
COc1ccc(/C=C/C(=O)Nc2ccc(C(N)=O)cc2)cc1OC	-2.4	-5%	10%	-9%	7	?	0%	19%	1%
O=C(Cc1noc2ccccc12)Nc1ccccn1	-2.8	9%	5%	-5%	-4	-18%	-3%	9%	-12%
CCC1=NN(C(=O)Cc2ccc([N+](=O)[O-])cc2)C(O)(C(C)(C)C)C1 (stereo unspecified)	-5.8	-4%	-15%	-18%	-6	-1%	-2%	.	-11%
CN(c1ccccc1)S(=O)(=O)c1cccc(NC(=O)CSc2nnc(C3CC3)n2C)c1	0.7	-4%	-9%	-1%	1	-2%	0%	15%	-3%
CN(CCc1ccccn1)C(=O)Nc1cc(Cl)cc(Cl)c1	-0.5	2%	-9%	-29%	11	2%	-23%	0%	-5%
O=C(Cc1ccc(Br)cc1)N1CCN(C(=O)c2ccccc2)CC1	1.1	6%	8%	1%	4	5%	1%	8%	4%
CCOC(=O)C1=CCN(S(=O)(=O)c2ccccc2Br)C1c1ccc(Cl)c(Cl)c1 (stereo unspecified)	-0.7	2%	-29%	-4%	26	-7%	22%	42%	-20%
COc1ccc(S(=O)(=O)N2CCOC23CCN(C(=O)c2ccc(Cl)cc2Cl)CC3)cc1	-2.9	18%	-5%	-7%	10	-18%	3%	27%	-5%
CCOc1ccc(-n2c(SCC(=O)NCc3ccco3)nnc2-c2c[nH]c3ccccc23)cc1	-3.0	-6%	-13%	-16%	4	-2%	1%	-8%	-16%
COC(=O)c1ccc(COc2cccc3c2CCN(Cc2ccccc2)C3=O)o1	-2.7	8%	-5%	-16%	2	-22%	-8%	7%	3%
N#Cc1ccc(NC(=O)c2cc(-c3cccs3)on2)cc1	-0.6	11%	4%	1%	0	-17%	0%	-4%	-10%
CSc1nnc(SCC(=O)NC(=O)c2ccccc2)s1	-4.0	2%	0%	-9%	3	11%	3%	-11%	-1%
CN(C)S(=O)(=O)c1ccc(NC(=O)COC(=O)c2ccccn2)cc1	0.2	0%	0%	-7%	-10	3%	-1%	7%	-3%
O=C(O)CCn1cc(C2CC(c3ccccc3)=NN2c2ccccc2)c(-c2ccccc2)n1 (stereo unspecified)	-1.7	?	?	-21%	26	-7%	4%	10%	?
Cc1c(C(=O)O)sc2nc(CSc3ncc(C(F)(F)F)cc3Cl)[nH]c(=O)c12	14	2%	-19%	-19%	?	2%	-6%	13%	-29%
CC(=O)c1ccccc1NC(=O)CCCNC(=O)c1ccc(Cl)cc1	0.5	11%	14%	-1%	-3	1%	-1%	27%	-9%
Cc1cccc(CCNC(=O)c2oc3c(C)c(C)ccc3c2C)n1	1.9	-8%	-21%	3%	10	-3%	8%	-6%	-3%
NC(=O)CNC(=O)[C@@H]1CC2(CC(c3cccc([N+](=O)[O-])c3)=NO2)CN1C(=O)c1ccccc1 (stereo partly specified)	-0.5	10%	-12%	0%	0	4%	0%	-5%	-6%
CC1(C)C(c2ccccc2)=[N+]([O-])C2(CCCCC2=O)N1O (stereo unspecified)	0.2	0%	7%	-9%	11	?	1%	15%	-4%
O=C1CCCC(=NNC(=O)c2cc3ccccc3cc2O)C1	3.3	-1%	-4%	-25%	?	-8%	1%	.	40%[activator]
O=C(Nc1ccc(N2CCOCC2)c(Cl)c1)c1cc(F)c(F)cc1Cl	-2.5	0%	3%	-3%[57.1 µM]	0	?	-14%	12%	3%
CCCCn1c(SCc2cccc([N+](=O)[O-])c2)nc2ccsc2c1=O	-6.7	8%	10%	5%	-5	7%	9%	.	0%
CSc1ccccc1C(=O)OCC(=O)NC1CCCCCCC1	-2.9	-10%	10%	10%	4	-3%	0%	-48%	-10%
CCOP(=O)(OCC)C(Nc1cccc([N+](=O)[O-])c1)c1ccc(OC)cc1 (stereo unspecified)	-2.8	7%	-17%	-1%	7	10%	8%	2%	-10%
(cont.)
SMILES	IL-2 act	EPAC1 agonist	EPAC1 antagonist	WRN inhibitor	PI5P4Ka inh	Abeta rescue	aSyn yeast inh	FUS suppressor	PLK1 PBD inh
O=C(N/N=C/c1coc2ccc(Cl)cc2c1=O)c1cc(O)cc(O)c1	-0.4	-5%	?	?	?	-92%[inhibitor]	-4%	37%	27µM*
O=c1cc(C23CC4CC(CC(C4)C2)C3)[nH][nH]1	-2.4	1%	13%	-1%[57.1 µM]	.	17%	1%	0%	-6%
CC(C)C(=O)N1CCN(c2ccccc2NC(=S)NC(=O)Cc2ccccc2)CC1	-1.5	-5%	3%	-26%	-2	15%	10%	8%	-2%
CCc1ccc(NC(=O)CSc2nnc(C3CC3)n2CC2CCCO2)cc1 (stereo unspecified)	0.4	0%	-13%	2%	-12	7%	-2%	23%	-5%
CC(c1ccco1)N(C(=O)c1cccc(S(=O)(=O)N(C)C)c1)c1ccccn1 (stereo unspecified)	-1.4	5%	13%	-1%	2	-1%	0%	-8%	-8%
Cc1ccnc(NC(=O)CN2C(=O)c3ccccc3C2=O)c1	0.0	8%	4%	-5%	2	-7%	-4%	-5%	-12%
COc1cc(/C=N/NC(=O)c2cccnc2)ccc1OC(=O)c1cccc(Br)c1	-2.6	1%	9%	-20%	0	9%	0%	-12%	-1%
COc1ccc(-c2cc(C(F)(F)F)nc(SCCC(=O)Nc3cc(C)on3)n2)cc1	0.6	-5%	1%	-2%	-7	1%	-2%	10%	-3%
CC(=O)Nc1ccc(S(=O)(=O)N2CCC(C(N)=O)(N3CCCCC3)CC2)cc1	-0.6	0%	4%	-8%	6	-9%	0%	10%	-2%
O=C(Nc1ccncc1)Nc1cccc(F)c1	-4.5	2%	-6%	1%	-1	1%	-5%	-14%	-5%
COc1cccc(NC(=O)c2cc(-c3cccnc3)nc3c(Cl)cccc23)c1	-1.9	10%	1%	-5%	.	12%	-4%	22%	-9%
CCOC(=O)c1c(-c2ccc(C)cc2)csc1NC(=O)CCN1CCOCC1	0.0	16%	-28%	-14%	0	-56%[inhibitor]	1%	.	-10%
COc1cccc(-n2nc(-c3ccnn3-c3ccc(C)cc3)c(=O)n(C)c2=O)c1	2.1	24%	-9%	?	-6	-12%	8%	6%	-10%
COc1cc(OC)cc(-c2nc(N)n[nH]2)c1	0.2	4%	0%	-10%	-5	9%	-5%	-24%	-1%
c1csc(-c2nnc(-c3ccc(N4CCOCC4)cc3)o2)c1	-0.3	4%	5%	2%	.	5%	7%	-3%	3%
Cc1cc(C)cc(NS(=O)(=O)c2ccc3[nH]cc(C(=O)N4CCc5ccccc54)c(=O)c3c2)c1	-0.9	-5%	-17%	-10%	6	?	-11%	?	2%
COc1ccccc1OCC(=O)NCC1CCCN(C(=O)c2cccc(C)c2)C1 (stereo unspecified)	-2.6	-3%	5%	11%	1	0%	-3%	-29%	3%
c1ccc(Cc2ccc(OCCn3ccnc3)cc2)cc1	-0.9	6%	2%	-1%	0	4%	1%	-13%	4%
CC1=C(C(=O)OCC(C)C)[C@]23C(=O)c4ccccc4[C@@]2(O1)OC(N)=C3C#N	1.5	6%	-6%	-4%	.	17%	4%	24%	-3%
CN=c1sc2ccccc2n1CC(O)COCc1ccco1 (stereo unspecified)	-1.8	-2%	-12%	0%	1	-7%	-2%	16%	-6%
C#CCN(C[C@H]1[C@H](OC(=O)Nc2c(C)noc2C)[C@H](OC(=O)Nc2c(C)noc2C)C[C@H]2C(=O)N(c3ccccc3)C(=O)[C@@H]12)S(=O)(=O)c1ccc(C)cc1	1.0	-22%	-11%	-4%	-12	0%	2%	?	-5%
CCCCNC(=O)CCCn1c(=O)[nH]c2ccc(Br)cc2c1=O	-2.3	4%	5%	-8%	3	16%	2%	-7%	-3%
O=C(COc1ccc(Cl)cc1Cl)NCC1(N2CCOCC2)CCCCC1	8.5	5%	5%	-22%	-2	0%	14%	21%	-6%
CC(C)(C)c1ccc(Oc2ccc(NC(=O)CCCC(=O)O)cn2)cc1	-3.1	0%	-9%	-5%	0	-7%	-6%	22%	-2%
N/C(COc1ccccc1)=N\NS(=O)(=O)c1ccccc1	-2.9	0%	-18%	2%	.	14%	3%	-1%	-1%
C[C@H]1CN([C@@H](C)CO)C(=O)CCCn2nncc2CO[C@@H]1CN(C)C(=O)Nc1ccc2c(c1)OCO2	-1.7	18%	11%	-3%	5	9%	4%	-20%	5.3µM*

Record cards, from the list above. Values in the order: IL-2 act | EPAC1 agonist | EPAC1 antagonist | WRN inhibitor | PI5P4Ka inh | Abeta rescue | aSyn yeast inh | FUS suppressor | PLK1 PBD inh
Entry for COc1cc(/C=N/NC(=O)c2cccnc2)ccc1OC(=O)c1cccc(Br)c1 = -2.6 | 1% | 9% | -20% | 0 | 9% | 0% | -12% | -1%
Entry for C[C@H]1CN([C@@H](C)CO)C(=O)CCCn2nncc2CO[C@@H]1CN(C)C(=O)Nc1ccc2c(c1)OCO2 = -1.7 | 18% | 11% | -3% | 5 | 9% | 4% | -20% | 5.3µM*
Entry for C#CCN(C[C@H]1[C@H](OC(=O)Nc2c(C)noc2C)[C@H](OC(=O)Nc2c(C)noc2C)C[C@H]2C(=O)N(c3ccccc3)C(=O)[C@@H]12)S(=O)(=O)c1ccc(C)cc1 = 1.0 | -22% | -11% | -4% | -12 | 0% | 2% | ? | -5%

Screening results as filed in PubChem.
